Assay outcomes (PubChem)
SMARCA2 act: SMARCA2 function activation, primary screen; AID 652017; hit rate 1% among 370,000; MG213 cells, MMTV-luciferase reporter, dexamethasone, overnight; activation, % at 9.1 µM; in the data active means activation above about 7.8%;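 further: 0% = vehicle wells and 100% = reference activator wells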
hcDAF-12 act: H. contortus DAF-12 activation, primary screen; AID 652067; HEK293 hcDAF-12 lit1-tk-luc reporter, luminescence; 0% DMSO, 100% Δ7-dafachronic acid; hit rate 1.4% among 370,000; activation, % at 6.8 µM;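 active means activation above the mean of all tested compounds plus 3 SD, cut at about 5.5% in these data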;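 further: 100% = response to 3 µM Δ7-dafachronic acid high control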
PLC-gamma1 inh: blocks human PLC-gamma1 enzyme activity | AID 720700 | hit rate 0.84% among 370,000 | purified PLC-gamma1, fluorogenic substrate, fluorescence | inhibition, % at 12.2 µM; in the data active means inhibition above about 9.5%
ssDAF-12 act: activators of S. stercoralis DAF-12 nuclear receptor; HEK293 ssDAF-12/GRIP1 lit1-tk-luc reporter, luminescence; % of 3 µM dafachronic acid response; activation, % at 6.8 µM; hit rate 1% among 370,000;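 active means activation above the mean over all tested compounds plus 3 SD, cut at about 0.9% in these data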;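 further: 0% = DMSO-only wells and 100% = 3 µM delta7-dafachronic acid wells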
PLC-beta3 inh: inhibitors of human phospholipase C beta3; hit rate 0.18% among 370,000; Purified PLC-beta3, fluorogenic substrate, fluorescence; Q01970; inhibition, % at 12.2 µM; in the data active means inhibition above about 11%;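 further: 0% = median of compound wells on plate and 100% = full blocker control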
Target sequence (Q01970 whole entry, looked up): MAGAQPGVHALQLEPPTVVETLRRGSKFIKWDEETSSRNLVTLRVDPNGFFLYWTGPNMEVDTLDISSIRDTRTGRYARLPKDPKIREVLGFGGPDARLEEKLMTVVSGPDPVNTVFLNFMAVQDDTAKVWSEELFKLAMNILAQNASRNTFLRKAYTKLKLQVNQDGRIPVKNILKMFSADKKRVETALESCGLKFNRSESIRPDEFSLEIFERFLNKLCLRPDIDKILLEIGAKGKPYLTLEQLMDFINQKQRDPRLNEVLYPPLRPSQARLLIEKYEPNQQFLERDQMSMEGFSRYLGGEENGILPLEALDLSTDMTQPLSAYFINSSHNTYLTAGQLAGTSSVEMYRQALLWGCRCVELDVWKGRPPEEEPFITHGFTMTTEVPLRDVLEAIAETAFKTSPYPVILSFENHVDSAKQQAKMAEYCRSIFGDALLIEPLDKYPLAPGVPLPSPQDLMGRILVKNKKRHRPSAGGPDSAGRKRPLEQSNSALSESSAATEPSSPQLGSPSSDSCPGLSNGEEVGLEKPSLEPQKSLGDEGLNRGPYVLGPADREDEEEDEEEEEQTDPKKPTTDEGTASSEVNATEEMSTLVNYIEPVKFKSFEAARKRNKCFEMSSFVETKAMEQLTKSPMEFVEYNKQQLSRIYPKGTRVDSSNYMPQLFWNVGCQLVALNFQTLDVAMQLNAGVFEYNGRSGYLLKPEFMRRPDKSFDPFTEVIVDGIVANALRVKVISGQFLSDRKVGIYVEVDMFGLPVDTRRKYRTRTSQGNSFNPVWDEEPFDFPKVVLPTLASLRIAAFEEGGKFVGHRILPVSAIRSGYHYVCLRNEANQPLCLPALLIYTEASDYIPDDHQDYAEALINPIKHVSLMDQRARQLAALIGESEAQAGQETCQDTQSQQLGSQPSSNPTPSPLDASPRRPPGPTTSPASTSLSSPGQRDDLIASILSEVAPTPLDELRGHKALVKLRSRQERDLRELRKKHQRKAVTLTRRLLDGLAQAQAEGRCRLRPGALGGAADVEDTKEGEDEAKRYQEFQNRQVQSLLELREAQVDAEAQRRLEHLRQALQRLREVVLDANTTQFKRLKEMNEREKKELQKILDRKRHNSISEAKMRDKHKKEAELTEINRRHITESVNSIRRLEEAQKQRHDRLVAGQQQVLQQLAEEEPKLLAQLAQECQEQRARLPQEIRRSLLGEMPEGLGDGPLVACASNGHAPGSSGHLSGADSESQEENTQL
MBD2 DNA inh: MBD2-methylated oligo binding inhibition | Q9UBB5 | TR-FRET, MBD2 binding to methylated oligonucleotide | inhibition, % at 4.4 µM | hit rate 0.31% among 370,000; in the data active means inhibition above about 13%
DAX1 inh-1: DAX1 (NR0B1) inhibition, primary screen. HEK293T StAR-luciferase reporter, SF-1/DAX-1 repression relief. inhibition, % at 6.8 µM. hit rate 1.1% among 370,000. AID 652010;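 active means inhibition above the mean over all tested compounds plus 3 SD, cut at about 3.6% in these data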;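 further: 0% = DAX-1 cells with DMSO and 100% = cells lacking DAX-1 with DMSO; higher inhibition means more luminescence from relief of DAX-1 repression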
hgDAF-12 ag: hgDAF-12 agonism, primary luciferase screen. HEK293 GAL4-hgDAF12 UAS-luciferase reporter, agonist luminescence; normalized to butyrate control. activation, % at 6.8 µM. hit rate 1.8% among 370,000;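 active means activation above a cutoff set at the mean of all screened compounds plus 3 SD, cut at about 10% in these data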;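 further: 0% = DMSO wells and 100% = sodium butyrate wells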
DAX1 inh-2: NR0B1 (DAX1) inhibition; HEK293 Gal4-DAX1 luciferase reporter, luminescence; P51843; inhibition, % at 6.75 µM; AID 504766; hit rate 0.99% among 340,000;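 active means inhibition above the mean over all tested compounds plus 3 SD, cut at about 4.2% in these data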;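 further: 0% = DAX1-transfected cells with DMSO and 100% = empty-vector control cells with DMSO; inhibition shows as a rise in luminescence from relieved DAX1 repression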
ADAM17 inh: inhibitors of human ADAM17. hit rate 0.83% among 370,000. P78536. inhibition, % at 6.95 µM. AID 720648. recombinant ADAM17, EDANS/DABCYL FRET peptide cleavage;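 active means inhibition above the mean of compounds lying between control limits plus 3 SD, set per campaign, cut at about 8.5% in these data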;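 further: 0% = DMSO-only wells as the low control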
NR1D1 modulator: modulates human Rev-erb alpha binding to DNA. P20393. Rev-erbα–FITC-DNA binding, fluorescence polarization, 90 min. activity, % at 10 µM. hit rate 0.79% among 370,000. AID 1259318;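 active means activity above about 14%, limit read from the data; passing the limit was not always enough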;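 further: 0% = DMSO wells with 35 nM protein and 100% = DMSO wells with 750 nM protein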
* = called active by the depositor; / = no result given; & = joins results of further samples.

SMILES	SMARCA2 act	hcDAF-12 act	PLC-gamma1 inh	ssDAF-12 act	PLC-beta3 inh	MBD2 DNA inh	DAX1 inh-1	hgDAF-12 ag	DAX1 inh-2	ADAM17 inh	NR1D1 modulator
O=C(O)c1ccc(NC2=C(n3nnc4ccccc43)C(=O)c3ccccc3C2=O)cc1	0	0.4	2	-0.8	3	-20	-0.9	-1.3	1.2	-1	1
CCCCNC(=O)C1(C)CCCCN1Cc1ccccc1-c1ccccc1 (centres undefined)	-3	-1.1	2	-1.8	2	-5	-1.2	0.0	/	3	-2
Cc1cc(C)cc(NC(=O)COC(=O)c2cc(C)oc2C)c1	-6	1.1	6	-1.6	-3	5	1.1	1.3	-1.6	2	6
CCN(Cc1ccccc1)CC(O)COc1ccccc1 (centres undefined)	2	-0.8	-1	-1.3	3	-4	-0.2	0.1	-0.1	-5	-3
CC1=CC(=C(C#N)c2nc3ccccc3s2)C=C(C)N1c1ccc(F)cc1	5	0.1	0	-0.7	-4	5	0.3	1.4	0.6	-1	0
Cc1ccc(NC(=O)Cn2nc(C(=O)O)c3ccccc3c2=O)cc1S(=O)(=O)N1CCCCCC1	-2	0.2	3	0.2	-3	3	0.7	3.5	0.2	0	5
COc1ccc(CC(=O)NC2CCS(=O)(=O)C2)cc1 (centres undefined)	0	-0.3	2	-0.8	-10	2	1.2	-1.1	0.4	-7	2
CCCc1[nH]n(-c2ccc([N+](=O)[O-])cc2)c(=O)c1C=NCCCn1ccnc1	2	-1.3	-10	-1.2	-10	3	-1.3	2.4	-0.1	0	0
CC1CCCC(C)N1C(=O)COC(=O)c1cc(S(=O)(=O)N2CCOCC2)ccc1Cl (centres undefined)	-3	-1.3	-2	-1.3	-6	-3	1.3	-0.8	1.8	7	-6
COc1ccc(Nc2nc(-c3ccccc3O)nc3ccccc23)cc1	-4	-1.8	-104	-1.2	-147	0	-1.2	3.3	-0.9	5	-2
COc1ccc2c3c(c(=O)oc2c1OCC(N)=O)CCCC3	-1	-0.9	-163	-1.5	-202	-4	0.2	-2.7	-1.2	-85	-2
COc1ccc(NC(=O)CNC(=O)c2nn(-c3ccc(OC)c(Cl)c3)c(=O)c3ccccc23)c(OC)c1	2	0.0	-1	-0.5	-6	-1	0.0	-2.7	-1.2	-3	-20
O=C(Nc1cccnc1)c1ccc(Cl)c(S(=O)(=O)N2CCCCC2)c1	-2	-2.0	-1	-1.5	-4	-1	-4.2	-2.8	-0.6	-3	-2
COc1ccc(CCN=C(N)NS(=O)(=O)c2cccs2)cc1OC	1	0.1	-1	-0.4	2	3	0.6	0.1	4.1	2	-1
O=C(c1cccs1)N1CCC(c2nc3c(nnn3Cc3cccc(Cl)c3)c(=O)[nH]2)CC1	2	-1.8	3	-0.9	-1	2	0.1	-0.3	-0.9	0	-3
CCc1nc(SCC(=O)N2CCCC2)c2c(=O)n(C)c(=O)n(C)c2n1	-1	1.0	1	-1.2	-9	7	-1.4	-0.6	-0.8	-2	-2
CCn1cc(C(=O)NCc2ccco2)c(=O)c2cc(S(=O)(=O)N3CCCC3)ccc21	3	1.7	2	-1.5	6	5	-0.3	-1.4	0.9	1	-7
CC1(C)SC(=S)N(/N=C/c2ccc(O)cc2)C1N(O)C(=O)Nc1ccc([N+](=O)[O-])cc1 (centres undefined)	-1	-0.9	5	-1.6	9	1	-0.8	1.3	-0.9	2	-1
O=[N+]([O-])c1ccccc1N/N=C/c1ccccc1	2	2.2	1	-0.1	-3	3	0.4	6.2	0.6	-5	5
CC(=O)c1sc2c(c1OC(=O)c1ccc(Cl)cc1)c(=O)n(-c1ccccc1)c(=S)n2-c1ccccc1	0	-1.6	1	-0.9	-1	-3	0.3	0.1	0.3	-3	45*

Part of the list above in order of molecular weight, falling.
SMILES	SMARCA2 act	hcDAF-12 act	PLC-gamma1 inh	ssDAF-12 act	PLC-beta3 inh	MBD2 DNA inh	DAX1 inh-1	hgDAF-12 ag	DAX1 inh-2	ADAM17 inh	NR1D1 modulator
COc1ccc(NC(=O)CNC(=O)c2nn(-c3ccc(OC)c(Cl)c3)c(=O)c3ccccc23)c(OC)c1	2	0.0	-1	-0.5	-6	-1	0.0	-2.7	-1.2	-3	-20
O=C(c1cccs1)N1CCC(c2nc3c(nnn3Cc3cccc(Cl)c3)c(=O)[nH]2)CC1	2	-1.8	3	-0.9	-1	2	0.1	-0.3	-0.9	0	-3
O=C(O)c1ccc(NC2=C(n3nnc4ccccc43)C(=O)c3ccccc3C2=O)cc1	0	0.4	2	-0.8	3	-20	-0.9	-1.3	1.2	-1	1
CC1=CC(=C(C#N)c2nc3ccccc3s2)C=C(C)N1c1ccc(F)cc1	5	0.1	0	-0.7	-4	5	0.3	1.4	0.6	-1	0
CCc1nc(SCC(=O)N2CCCC2)c2c(=O)n(C)c(=O)n(C)c2n1	-1	1.0	1	-1.2	-9	7	-1.4	-0.6	-0.8	-2	-2
O=[N+]([O-])c1ccccc1N/N=C/c1ccccc1	2	2.2	1	-0.1	-3	3	0.4	6.2	0.6	-5	5

Remaining list, next part
SMILES	SMARCA2 act	hcDAF-12 act	PLC-gamma1 inh	ssDAF-12 act	PLC-beta3 inh	MBD2 DNA inh	DAX1 inh-1	hgDAF-12 ag	DAX1 inh-2	ADAM17 inh	NR1D1 modulator
CCCNC(=O)C(Cc1ccc(OC)cc1)NC(=O)c1ccc(Cl)cc1 (centres undefined)	-2	-0.6	13*	-1.4	8	1	0.6	-0.8	1.0	5	-2
CCCc1cc(=O)oc2cc(C)cc(OCC(=O)NCCN3CCOCC3)c12	-2	-1.6	-216	-1.8	-268	9	-1.9	0.1	0.5	-117	1
CCOc1cc(-c2noc(N)c2C#N)cc(OCC)c1OCC	-3	-0.7	-8	-0.6	-10	8	-0.2	2.8	-1.2	-7	6
O=C(Nc1ccc(Cl)cc1)Nc1nnc(CSCc2ccccc2)s1	-1	-0.2	2	-1.3	3	1	-0.5	0.5	0.4	0	1
CCCCN(C)C(=S)Nc1ccc(Oc2ccccc2)cc1	-4	0.3	0	-1.7	3	6	0.1	0.7	-0.4	0	-5
Cc1ccccc1NC(=O)CCCCCN1C(=O)[C@@H]2Cc3ccccc3CN2C1=O	4	-1.1	4	-0.8	-3	-6	0.2	1.2	0.5	-1	-1
O=C(Nc1ccc(S(=O)(=O)N2CCCCC2c2cccnc2)cc1)c1c(F)cccc1F (centres undefined)	1	-2.2	2	-1.6	-2	-2	-0.4	-2.6	1.8	1	1
CCCN1C2CCCC1CC(NC(=O)NC13CC4CC(CC(C4)C1)C3)C2 (centres undefined)	-3	-2.4	0	-1.1	-9	0	0.1	0.8	-0.6	-2	4
Cc1cc(NC(=O)CN2CCN(c3ccc(O)cc3)CC2)no1	-2	-0.7	0	-1.1	-9	3	-1.3	-4.5	-1.1	-2	3
COc1ccccc1N1CCN(C(=O)c2sc3nc(C)nc(N4CCN(c5ccccn5)CC4)c3c2C)CC1	0	-5.1	-1	-1.9	-9	0	-1.2	-7.4	-2.0	9	-4
O=Cc1c(OCc2ccccc2)ccc2ccccc12	4	2.3	0	0.9*	6	-4	1.7	14*	-0.3	1	0
Cc1nc2ccc(NC(=O)[C@H](C)N3C(=O)C4CC=CCC4C3=O)cc2s1 (some centres undefined)	-3	-1.4	2	-1.4	2	2	-1.2	1.5	0.8	-5	-7
Cc1c(OC(C)C(=O)N2C[C@H]3C[C@@H](C2)c2cccc(=O)n2C3)ccc2c3c(c(=O)oc12)CCC3 (some centres undefined)	0	1.1	-55	-1.2	-73	2	0.9	-0.4	2.8	-56	14
CN(C)C(CNC(=O)c1ccccc1OCc1ccc(Cl)cc1)c1ccco1 (centres undefined)	-1	1.6	-3	-1.5	-5	0	-0.2	1.9	-0.5	-1	-8
COc1ccc2cc3[n+](cc2c1OC)CCc1cc2c(cc1-3)OCO2	-6&0	-2.7&-3.0	-67&-96	-1.9&-1.8	-70&-119	-15&-13	-3.2&-1.4	-4.9&-6.5	-3.0&-2.5	-1&1	-1&2&16
Cn1c(Oc2ccc(F)cc2)c(C=O)c2ccccc21	-2	1.6	-2	-1.2	1	-2	0.1	0.1	0.5	-3	-2
Cc1cc2occ(CC(=O)NC3=NCCS3)c2cc1C(C)C	-5	0.1	-16	-1.5	-28	3	-0.4	-0.5	-0.3	5	4
O=C(NCCc1ccccc1C(F)(F)F)c1cc(COc2ccccc2)on1	0	-2.1	-2	-1.1	-2	5	-1.9	-4.3	-0.3	4	4
c1ccc(N=Nc2ccc(C3=NCCO3)cc2)cc1	10*	7.9*	-1	0.6	5	-6	11*	18*	2.9	-1	2
CCC(C(=O)NC(C)(C)C)N(C(=O)Cn1nnc(-c2ccccc2F)n1)c1cccc2c1CCCC2 (centres undefined)	-1	0.4	0	-1.3	0	3	0.7	-1.6	4.3*	-5	-4

Next part, starting with the last 2 of the part before.
SMILES	SMARCA2 act	hcDAF-12 act	PLC-gamma1 inh	ssDAF-12 act	PLC-beta3 inh	MBD2 DNA inh	DAX1 inh-1	hgDAF-12 ag	DAX1 inh-2	ADAM17 inh	NR1D1 modulator
c1ccc(N=Nc2ccc(C3=NCCO3)cc2)cc1	10*	7.9*	-1	0.6	5	-6	11*	18*	2.9	-1	2
CCC(C(=O)NC(C)(C)C)N(C(=O)Cn1nnc(-c2ccccc2F)n1)c1cccc2c1CCCC2 (centres undefined)	-1	0.4	0	-1.3	0	3	0.7	-1.6	4.3*	-5	-4
N#Cc1c(Nc2ccccc2)sc(C(=O)c2ccccc2)c1N	1	-0.4	-8	-0.9	-8	2	-0.6	1.8	-0.2	-1	1
COC(=O)c1cc(Br)ccc1-c1ccc(/C=N/n2nnnc2N)o1	-2	0.1	-26	-1.1	-28	3	0.6	-1.5	1.1	-7	7
O=C(NN1CC(C(=O)OCc2ccc(Br)cc2)CC1=O)c1ccccc1 (centres undefined)	1	-3.2	1	-0.8	-1	-3	0.3	2.0	0.2	2	-2
CCSc1nc2sc3c(c2c(=O)[nH]1)CC(C)(CC)OC3 (centres undefined)	-3	-1.7	5	-0.8	10	-5	-0.5	-0.4	-0.3	2	-1
c1ccc(NCCSc2nc3ccccc3s2)cc1	0	3.5	2	0.0	3	3	-0.6	1.2	0.3	1	5
CCOc1ccccc1N(CC)C(=O)Cn1ncc2c(=O)oc3ccccc3c21	-1	3.3	-1	-1.1	0	0	-0.5	0.4	0.6	-8	-5

This is a random part of the collection; about 7.4% have a hit in one of these screens.
